Screens: PubChem, several laboratories
procasp3 activ – procaspase-3 (human) activation | recombinant procaspase-3 D3A, Ac-DEVD-pNA absorbance 405 nm | activation, % at 8.5 µM | actives 0.11% (n = 330,000) | AID 463141;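 active = activation above the mean of all tested compounds plus 3 SD, cut at about 21% in these data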;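 note: 0% = DMSO alone and 100% = DMSO wells spiked with extra 5 µM PC-3 D3A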
Target sequence (P42574 whole entry D9A/D28A/D175A): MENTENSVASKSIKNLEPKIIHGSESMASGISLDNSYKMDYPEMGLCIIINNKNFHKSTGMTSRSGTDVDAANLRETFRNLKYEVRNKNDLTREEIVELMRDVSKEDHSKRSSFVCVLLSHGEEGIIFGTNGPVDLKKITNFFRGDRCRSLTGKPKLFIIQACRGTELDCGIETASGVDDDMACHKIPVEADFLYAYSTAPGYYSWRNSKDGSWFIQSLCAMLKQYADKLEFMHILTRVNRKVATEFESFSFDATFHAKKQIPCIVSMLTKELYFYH
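assay system = Procaspase-3 D3A mutant | signal = absorbance at 405 nm, 0 and 120 min | times = 1 h preincubation plus 2 h reaction at 25 °C | repeats = single replicate | read-out = % activation between DMSO and enzyme-spiked controls | medium = Zinc-free HEPES saline buffer with Triton X-100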
LAP4-GFP MLPCN – yeast TOR pathway LAP4-GFP modulation. AID 2023. GFP response vs DMSO, % at 10 µM. actives 0.34% (n = 320,000). S. cerevisiae LAP4-GFP multiplex, flow cytometry GFP, 3 h; median GFP as percent of DMSO wells;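 active = GFP response vs DMSO above a set limit, about the screen mean plus 3 SD, cut at about 150% in these data; inconclusive = under 70 cell events counted for the yeast strain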
JMJD2C inh – blocks human GASC-1 demethylase activity | inhibition, % at 2.35 µM | Q9H3R0 | GST-JMJD2C(1-420) H3K9me3 demethylation, DELFIA europium | actives 0.069% (n = 330,000) | AID 2099;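 active = more than half of a compound's replicate wells show inhibition beyond 50%, single wells judged on their own value; inconclusive = some, but no more than half, of replicates pass 50% inhibition; inactive = no replicate passes 50% inhibition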;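 note: signal counts dimethyl H3K9 product captured on neutravidin plate; 0% = median of DMSO wells and 100% = 0.3 times that DMSO median; strong numbers were not always called active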
Target sequence (Q9H3R0 1-420 limits assumed): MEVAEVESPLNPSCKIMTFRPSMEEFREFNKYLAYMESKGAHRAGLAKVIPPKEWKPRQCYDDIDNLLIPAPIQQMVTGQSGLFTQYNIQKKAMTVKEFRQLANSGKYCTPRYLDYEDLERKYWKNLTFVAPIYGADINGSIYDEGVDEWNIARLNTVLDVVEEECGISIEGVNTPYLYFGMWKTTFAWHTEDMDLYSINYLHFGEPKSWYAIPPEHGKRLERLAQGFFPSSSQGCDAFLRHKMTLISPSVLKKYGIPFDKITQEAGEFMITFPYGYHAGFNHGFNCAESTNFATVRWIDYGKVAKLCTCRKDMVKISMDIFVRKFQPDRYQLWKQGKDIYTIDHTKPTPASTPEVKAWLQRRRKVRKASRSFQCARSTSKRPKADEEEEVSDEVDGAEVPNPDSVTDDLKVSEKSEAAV
MEP2 TOR yeast – yeast TOR pathway MEP2-GFP modulation; S. cerevisiae MEP2-GFP strain, flow cytometry GFP, 3 h; 100% = DMSO control level; GFP response vs DMSO, % at 10 µM; actives 0.51% (n = 330,000); AID 2016;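 active = GFP response versus DMSO above a set limit, roughly screen mean plus 3 SD, cut at about 180% in these data; inconclusive = fewer than 70 cells counted for a yeast strain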;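 note: median GFP fluorescence of the barcode-gated MEP2-GFP cells per well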
AHR act – activates the human aryl hydrocarbon receptor; AID 2796; activation, % at 5 µM; P35869; actives 2.5% (n = 320,000); AHR-responsive luciferase reporter cells, luminescence; in the data active = activation above about 47%;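 note: 0% = vehicle wells and 100% = reference agonist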
RPL19A TOR yeast – yeast TOR pathway RPL19A-GFP modulation | S. cerevisiae RPL19A-GFP strain, flow cytometry, 3 h; hits give low values | percent response vs DMSO, % at 10 µM | actives 0.3% (n = 330,000) | AID 2025;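 active = percent response vs DMSO below 50%; inconclusive = fewer than 70 events counted for the yeast strain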;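 note: median channel GFP fluorescence of the barcoded RPL19A-GFP strain; ratio of sample median GFP to plate DMSO average so 100% = DMSO; lower means less RPL19A-GFP as with rapamycin TOR inhibition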
proCasp7 act – counter-screen for procaspase-3 activators: activators of human procaspase-7. recombinant procaspase-7, Ac-DEVD-pNA absorbance 405 nm; D23A/D198A/D206A triple mutant, cannot self-cleave; scale: DMSO 0, 5 µM enzyme 100. activation, % at 8.5 µM. actives 0.093% (n = 330,000). P55210;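 active = percent activation above the screen-wide mean plus 3 SD, cut at about 25% in these data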
Target sequence (P55210 whole entry D23A/D198A/D206A): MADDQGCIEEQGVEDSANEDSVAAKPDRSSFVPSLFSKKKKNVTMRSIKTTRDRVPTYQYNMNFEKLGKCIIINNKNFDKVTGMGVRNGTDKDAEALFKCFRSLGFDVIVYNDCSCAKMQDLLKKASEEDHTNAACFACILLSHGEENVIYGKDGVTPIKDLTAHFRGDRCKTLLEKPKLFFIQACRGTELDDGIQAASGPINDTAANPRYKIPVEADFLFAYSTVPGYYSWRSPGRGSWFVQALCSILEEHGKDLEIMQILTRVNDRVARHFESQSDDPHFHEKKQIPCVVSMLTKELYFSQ
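System: Uncleavable procaspase-7 mutant enzyme; Amount: 2 µM procaspase-7 mutant as dispensed; Schedule: 1 h compound preincubation, 2 h substrate cleavage, 25 °C; Measured by: 405 nm absorbance of p-nitroaniline; Evaluation: percent activation from buffer-corrected 0–120 min absorbance change; Control set: low DMSO alone, high DMSO plus 5 µM PC-7.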
CR mimetic SO – caloric restriction mimetics inhibiting age-related superoxide in yeast; actives 0.18% (n = 330,000); superoxide response (% of plate mean), % at 10 µM; S. cerevisiae aged cells, superoxide DHE fluorescence; hits give low values;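 active = superoxide response under a set limit, about three screen SD below normal, cut at about 65% in these data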;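 note: yeast aged for seven days with compound at 30 °C before DHE staining; 100% = average MFI of all compound-treated wells on the plate with controls excluded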
Active calls of the source: *; i = inactive; ? = inconclusive; / = not tested or not shown; [ ] = remark or other dose.

Sequence of screens – procasp3 activ	LAP4-GFP MLPCN	JMJD2C inh	MEP2 TOR yeast	AHR act	RPL19A TOR yeast	proCasp7 act	CR mimetic SO
Cc1cc(C)nc(N2CCCC(C(=O)NCc3cccs3)C2)n1 (centres undefined)
 : 4	96	2	104	6	/	3	101
COc1ccc(S(=O)(=O)N2CCN(C(=O)c3cnc(C)cn3)CC2)cc1
 : 11	100	-9	100	-1	96	-2	95
c1ccc(-c2ccccc2OCCOCCN2CCCCC2)cc1
 : -11	105[may fluoresce red]	1	111[may fluoresce red]	0	?	-12	95
CCOC(=O)c1ccccc1NCN1C(=O)CSC1=O
 : 0	99	-4	96	4	98	-7	69
CCN(CC)Cc1csc(C(N)=O)c1
 : -5	76	17	96	3	104	3	108
O=C(CCc1ccccc1)Nc1nc2c(F)cc(F)cc2s1
 : 5	106	-5	100	12	102	5	90
CC(C)C(=O)Nc1nc2cc3c(cc2s1)OCO3
 : 16	121	8	103	66*	105	1	94
CCN(CC(=O)NCc1cccs1)C(=O)/C=C/c1ccc(C)cc1
 : -1	100	13	105	2	100	-3	106
COc1cc(/C=C/C(=O)OCC(=O)NNC(=O)c2cc(Cl)ccc2OC)ccc1O
 : -2	84	5	88	15	88	7	97
Cc1cccc2nc(-c3cccnc3)c(NCCC(C)C)n12
 : 2	149	42	179*	3	108	-8	99
COCCN(C(=S)Nc1cc(C)cc(C)c1)C(C)c1ccco1 (centres undefined)
 : -3	110	6	92	0	102	-3	94
O=C(NCc1ccccc1Cl)C(=O)NCC1OCCN1S(=O)(=O)c1ccc(F)cc1 (centres undefined)
 : -5	117	-5	99	6	96	5	107
CC1(C)CC(CCN)(Cc2ccccc2Cl)CCO1 (centres undefined)
 : -2	103	-11	87	2	97	2	99
COc1ccc(NS(=O)(=O)c2cc(OCC(N)=O)c(C)cc2Cl)cc1
 : -10	99	4	109	4	108	9	115
CC(C)NC(=O)Nc1ccc2c(c1)C(=O)N([C@H](C)CO)C[C@H](C)[C@@H](CN(C)S(C)(=O)=O)O2
 : 0	111	-1	95	2	93	-7	103
COC(=O)C(Cc1ccc(O)cc1)NC(=O)C1CCN(S(=O)(=O)c2ccc(C)cc2)CC1 (centres undefined)
 : 1	96	4	110	1	96	1	115
CN1C(=O)C2(c3ccccc31)C1CCCC=C1C(C#N)=C(N)C2(C#N)C#N (centres undefined)
 : -6	101	-4	102	18	98	-9	107
Cc1ccc2nc(-c3ccc(NC(=O)CSCC(=O)O)cc3)sc2c1
 : -2	108	0	105	3	99	2	106
CC1CC(N(C(=O)C2CC2)c2ccccc2)c2ccccc2N1C(=O)C1CC1 (centres undefined)
 : -2	92	10	109	3	90	6	99
O=C(CNC(=O)c1ccco1)N=Nc1c(O)n(CCc2ccccc2)c2ccccc12
 : 11	87	3	102	59*	93	-6	96
O=C(CSCc1ccc(Br)cc1)N1CCCC1
 : 3	102	-2	86	-2	97	1	102
COc1cc(/C=C2/C(=O)NN(c3ccc(F)cc3)C2=O)cc([N+](=O)[O-])c1O
 : 5	101	-7	99	-1	97	-21	88
COc1ccc(-c2csc(N3CCC(C(N)=O)(N4CCCCC4)CC3)n2)cc1
 : 3	80	9	93	1	117	0	99
O=C1Nc2cc(C(=O)N3CCC(N4CCCCC4)CC3)ccc2S/C1=C\c1ccccc1
 : -6	100	-7	101	-7	99	-8	80
CC1Cc2cc(/C(O)=C3/C(=O)C(=O)N(CCCn4ccnc4)C3c3ccco3)ccc2O1 (centres undefined)
 : -38	98	-10	102	-1	103	-77	135
CC(C)(C)NS(=O)(=O)c1ccc(OCC(=O)Nc2ccc3c(c2)OCCO3)cc1
 : 3	104	-7	100	1	101	3	103
COc1ccc(/C=N/NC(=O)C(=O)NCc2cccnc2)cc1OC
 : 9	90	-3	96	5	92	3	114
CN(C(=O)c1cccc(NC(=O)C2CCCN(C(=O)OC(C)(C)C)C2)c1)C1CCCC1 (centres undefined)
 : 1	88	-1	94	1	96	1	97
COc1ccc(C(=O)Nc2ccc3ccccc3c2)cc1
 : 1	96	-5	103	-8	102	-2	97
CCCc1[nH]nc2c1C(CCc1ccccc1)C(C#N)=C(N)O2 (centres undefined)
 : -2	110	-35	109	14	103	0	108
Nc1ccc2c(c1)C(=O)c1ccccc1-2
 : 1	104	-7	98	-5	96	-2	98
CCCCN(C)C(=S)Nc1ccsc1C(=O)OC
 : 6	117	-9	92	5	96	2	94
CCc1nc(N2CCN(C(C)=O)CC2)c2c3c(sc2n1)CC(C(C)(C)C)CC3 (centres undefined)
 : 3	85	-7	102	4	97	-3	117
Cc1cc(NC(=O)C2CC(=O)N(c3cccc(Cl)c3)C2)no1 (centres undefined)
 : 1	89	-3	97	2	98	8	99
COC(=O)C1=NN(C(=O)c2ccc(Cl)cc2)C(O)(c2ccccc2)C1 (centres undefined)
 : -3	103	-8	95	-2	96	-4	88
N#CC1=C(N)C2=C(N3CCCCC3)CCCC2C1(C#N)C#N (centres undefined)
 : -8	110	15	115	2	99	-21	111
CCC(C)NC(=O)c1cccc(C)c1 (centres undefined)
 : 4	99	0	92	2	94	0	101
CC(C)(C)c1ccc(C(=O)NC(=S)Nn2cnnc2)cc1
 : 4	98	3	108	23	106	-9	121
CN1C(=O)CC(NNC(=O)c2ccccc2)C1=O (centres undefined)
 : -3	88	6	105	1	100	-2	112
Cc1ccccc1NC(=O)c1ccc(CSc2ncccn2)cc1
 : 0	99	3	103	3	102	2	107

Structures above containing two or more sulfur atoms, in the order listed:
Sequence of screens – procasp3 activ	LAP4-GFP MLPCN	JMJD2C inh	MEP2 TOR yeast	AHR act	RPL19A TOR yeast	proCasp7 act	CR mimetic SO
Cc1ccc2nc(-c3ccc(NC(=O)CSCC(=O)O)cc3)sc2c1
 : -2	108	0	105	3	99	2	106
CCCCN(C)C(=S)Nc1ccsc1C(=O)OC
 : 6	117	-9	92	5	96	2	94

More entries:
Sequence of screens – procasp3 activ	LAP4-GFP MLPCN	JMJD2C inh	MEP2 TOR yeast	AHR act	RPL19A TOR yeast	proCasp7 act	CR mimetic SO
O=C(Nc1ccccc1)OCCNC(=O)c1cccc(Cl)c1
 : 2	96	8	93	6	91	0	95
O=C(O)c1cccc(OS(=O)(=O)c2cc(Br)ccc2Br)c1
 : 1	95	-3	90	1	88	-8	145
Cc1ccc(-c2noc(CCCC(=O)NC3CCCC3)n2)cc1
 : 3	98	-4	107	0	105	7	101
C[N+](C)(C)CCNC(=O)c1c(O)c2c([nH]c1=O)CCCC2
 : 9	101	i	111	3	102	3	96
CC1=NN(c2ccc(C)c(C)c2)C(=O)C1C(c1cccc(O)c1)C1C(=O)N(c2ccc(C)c(C)c2)N=C1C (centres undefined)
 : 4	96	13	98	42	110	-8	100
Cc1nn(C)c(C)c1/C=N/NC(=O)CCn1cc([N+](=O)[O-])cn1
 : -1	96	-3	102	7	103	-2	88
O=C(Cc1ccc(S(=O)(=O)N2CCOCC2)s1)N1CCN(S(=O)(=O)c2ccc(Cl)cc2)CC1
 : 9	111	8	109	-1	99	-5	105
O=C(NCc1cccc(C(F)(F)F)c1)c1cccc(S(=O)(=O)NCc2ccccc2)c1
 : -5	94	2	105	2	107	-3	95
CCOC(=O)C1CSC(CC(=O)Nc2ccc(Cl)c(Cl)c2)C(=O)N1 (centres undefined)
 : 0	104	-2	98	0	97	-2	100
O=C(NCc1ccc2c(c1)OCO2)C1CCCCC1
 : 3	100	11	102	5	99	2	99
COc1cc(CCC(=O)NCc2ccc(Cl)cc2)cc(OC)c1OC
 : 4	96	13	104	0	100	6	105
COc1cccc(OCC(=O)O/N=C(\N)c2ccncc2)c1
 : 5	100	12	105	44	102	-8	86
COc1ccc(-c2ccc3c(c2)S(=O)(=O)c2cccc(C(=O)NCc4ccccc4Cl)c2C3=O)cc1OC
 : 9	109	-9	117	1	102	-4	119
c1ccc2c(CN3CCSCC3)cccc2c1
 : 0	95	-2	106	-1	105	-1	97
O=C(COC(=O)c1cccs1)Nc1ccc(S(=O)(=O)N2CCOCC2)cc1
 : 3	/	-12	/	0	/	-16	92
O=C(CN1CCCCC1)NCC1(c2ccccc2)CCCC1
 : -5	106	-11	108	0	104	8	102
CCc1nnc(NC(=O)CCC(=O)N2CCN(Cc3ccc(OC)c(F)c3)CC2)s1
 : 5	96	1	99	1	101	2	89
O=C(Cc1cccs1)N1CCN(c2ccccn2)CC1
 : -6	93	8	93	-3	94	-3	90
COc1ccc(N2CCN(C3CCCN(C(=O)C4=C(C)OCCO4)C3)CC2)cc1 (centres undefined)
 : /	86	11	99	/	107	/	105
NC(=O)C1CCN(CC(=O)Nc2cccc(C(=O)Nc3cccc(C(F)(F)F)c3)c2)CC1
 : 9	95	1	102	10	102	16	92
O=C(Nc1cccc2ccccc12)C1CCN(C(=O)Cc2ccccc2)CC1
 : 0	89	0	93	12	92	8	101
Cc1ccc(S(=O)(=O)N(C)c2nc3ccccc3[nH]c2=S)cc1
 : -23	109	4	97	8	98	-19	86
Cc1ccc(NC(=O)CSc2ccccn2)cc1S(=O)(=O)N1CCOCC1
 : 1	89	3	85	4	92	5	109
Cc1ccc(NC(=O)C2CCN(S(=O)(=O)c3cccc4nonc34)CC2)cc1
 : -4	71[may fluoresce violet]	2	297*[may fluoresce violet]	1	53[may fluoresce violet]	1	101
CC[C@H](C)[C@H](NC(N)=O)C(=O)Nc1ccc(S(=O)(=O)NC(C)C)cc1
 : 6	104	0	105	1	107	-2	104
Cc1cccc(OCC(=O)O/N=C(\N)c2ccc(Br)cc2)c1
 : -2	115	-7	95	1	102	-4	82
O=C(NC(=S)Nc1ccc(Cl)cc1Cl)C1CC1
 : -2	98	-3	105	5	99	-1	97
NC(=O)CC(NC(=O)Cc1ccc(Cl)cc1)c1ccc(NCCOc2ccccc2)c([N+](=O)[O-])c1 (centres undefined)
 : -2	136	0	94	-2	99	-4	107
Cc1c(C)n(C)c2ccc(C(=O)NCCCN3CCN(c4ccc(F)cc4)CC3)cc12
 : -1	95	-2	98	4	101	-1	97
CCOC(=O)c1c(NC(=O)COc2ncnc3ccccc23)sc(C(C)=O)c1C
 : 7	92	-18	109	7	102	-5	111
CCN(CC(=O)Nc1ccccc1C(F)(F)F)C(=O)C1CCN(C(=O)Nc2ccccc2)CC1
 : 2	90	0	105	0	94	3	85
O=C(Nc1c2c(nn1-c1ccccc1)CS(=O)(=O)C2)c1ccccc1Br
 : 0	81	-2	102	2	112	-5	95
Cc1ccc(OCCCCCCN2CCNCC2)c(Br)c1
 : 10	127	3	104	0	101	0	i
COc1ccc(CCn2nnnc2C(C(C)C)N2CCC(C(N)=O)CC2)cc1OC (centres undefined)
 : -3	94	6	97	0	96	-1	100
C1N2CN3CN1CN(C2)C3
 : 1	129	/	98	1	97	-3	97
Cc1nnc(N2CCOCC2)c2nn(-c3cccc(Cl)c3)c(C)c12
 : 5	109	0	113	0	106	5	92
Cc1ccc(NC(=O)C2CCCN(S(=O)(=O)c3cccnc3)C2)c(C)c1 (centres undefined)
 : 4	106	1	93	6	97	-3	91
COc1ccc(N(CC(=O)NCCSC2CCCCC2)S(=O)(=O)c2ccccc2)cc1OC
 : 6	98	37	96	-1	92	-8	97
